EPAC1 ag = qHTS for Agonist of cAMP-regulated guanine nucleotide exchange factor 3 (EPAC1): primary screen. Potency, µM (top dose mostly 154 µM), inactives show at the top dose activation, usual class: activators. EPAC1 agonist qHTS, biochemical assay; response scale: 100% = response to 6.5 mM cAMP. Rap guanine nucleotide exchange factor 3 (Homo sapiens), O95398. AID 720707, 2013. actives 0.073% (n = 360,000); further: potency means the concentration at half of the fitted maximal effect; nearly all actives have a fitted effect of over 60% in size
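Read-out is the fluorescence drop as BODIPY-GDP leaves Rap1B (480 nm excitation, 540 nm emission), recorded every 5 minutes over 30 minutes. Reactions held 100 nM EPAC1, 250 nM Rap1B–BODIPY-GDP and 50 uM GDP, with 6.5 mM cAMP setting full activation.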
MmCpn inh = Inhibitors of TCP-1 ring complex (TRiC) of Methanococcus maripaludis (MmCpn): qHTS; Chaperonin Mm-Cpn (Methanococcus maripaludis); purified Mm-Cpn ATPase, ADP Transcreener TR-FRET; Potency, µM (top dose mostly 76.9 µM), for the others: top-dose activity, negative = inhibition, hits mostly inhibitors; actives 0.031% (n = 330,000); further: potency means the concentration at half of the fitted maximal effect; on the % scale 0 is the no-effect control and ±100 the full control effect; nearly all actives have a fitted effect of over 80% in size
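Compound-treated chaperonin, 25 nM final, turns over 10 uM ATP at 37°C for 30 min following a 10 min preincubation; ADP generated competes with ADP-d2 for Eu-cryptate antibody, lowering FRET.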
EPAC1 antag = qHTS for Antagonist of cAMP-regulated guanine nucleotide exchange factor 3 (EPAC1): primary screen | Rap guanine nucleotide exchange factor 3 (Homo sapiens), O95398 | EPAC1 GEF assay, Rap1b-BODIPY-GDP exchange fluorescence | Potency, µM (top dose mostly 115 µM), for the others: at the highest dose activity change, negative = inhibition, most hits filed as inhibitors | actives 0.14% (n = 360,000) | AID 720709, 2013;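 further: potency means the concentration at half of the fitted maximal effect; plate controls were vehicle for no effect and positive control for full effect; nearly all actives have a fitted effect of over 50% in size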
PLK1 PBD inh = qHTS for Inhibitors of PLK1-PDB (polo-like kinase 1 - polo-box domain): Primary Screen | Serine/threonine-protein kinase PLK1 (Homo sapiens), P53350 | Plk1 PBD binding of FITC phosphopeptide, fluorescence polarization | Potency, µM, for inactives: max response, negative = inhibition, most hits filed as inhibitors | actives 2.8% (n = 360,000) | AID 720504, 2013; further: potency means the concentration at half of the fitted maximal effect; series mostly up to about 57 µM; on the % scale 0 is the no-effect control and ±100 the full control effect; nearly all actives have a fitted effect of over 65% in size
CCT modulator = High-Throughput Screening for Modulators of Cytosolic Chaperonin Activity. purified chaperonin ATPase assay, HTRF ADP detection, 30 min. activity change, % (concentration not given with the values), hits read low. actives 0.3% (n = 360,000). AID 651819, 2012; in the data active means activity change below about -30%; further: on the % scale 0 is the no-effect control and ±100 the full control effect
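First, chaperonin was dispensed at 40 nM or 20 nM final depending on batch activity. Next, compounds were pinned at 76 uM and ATP added at 10 uM. After 30 min at 37 °C, ADP detection reagents ran 30 min at ambient temperature.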
EPAC2 antag = qHTS for Antagonist of cAMP-regulated guanine nucleotide exchange factor 2 (EPAC2): primary screen; actives 0.18% (n = 360,000); EPAC2 GEF exchange of Rap1B-BODIPY-GDP, fluorescence; Rap guanine nucleotide exchange factor 4 (Homo sapiens), Q8WZA2; Potency, µM (series often up to 114 µM), for the others: top-dose activity, negative = inhibition, most hits filed as inhibitors; further: potency means the concentration at half of the fitted maximal effect; on the % scale 0 is the no-effect control and ±100 the full control effect; nearly all actives have a fitted effect of over 45% in size; many of its hits are not listed in these tables
WRN inhibitor = qHTS for Inhibitors of WRN Helicase; Bifunctional 3'-5' exonuclease/ATP-dependent helicase WRN (Homo sapiens), Q14191; WRN helicase unwinding, fluorescent forked duplex, kinetic; Potency, µM (series often up to 114 µM), inactives show at the top dose activity change, negative = inhibition, usual class: inhibitors; actives 0.46% (n = 360,000); AID 651768, 2012; further: potency means the concentration at half of the fitted maximal effect; on the % scale 0 is the no-effect control and ±100 the full control effect; nearly all actives have a fitted effect of over 55% in size
Target sequence (Q14191 whole entry, looked up): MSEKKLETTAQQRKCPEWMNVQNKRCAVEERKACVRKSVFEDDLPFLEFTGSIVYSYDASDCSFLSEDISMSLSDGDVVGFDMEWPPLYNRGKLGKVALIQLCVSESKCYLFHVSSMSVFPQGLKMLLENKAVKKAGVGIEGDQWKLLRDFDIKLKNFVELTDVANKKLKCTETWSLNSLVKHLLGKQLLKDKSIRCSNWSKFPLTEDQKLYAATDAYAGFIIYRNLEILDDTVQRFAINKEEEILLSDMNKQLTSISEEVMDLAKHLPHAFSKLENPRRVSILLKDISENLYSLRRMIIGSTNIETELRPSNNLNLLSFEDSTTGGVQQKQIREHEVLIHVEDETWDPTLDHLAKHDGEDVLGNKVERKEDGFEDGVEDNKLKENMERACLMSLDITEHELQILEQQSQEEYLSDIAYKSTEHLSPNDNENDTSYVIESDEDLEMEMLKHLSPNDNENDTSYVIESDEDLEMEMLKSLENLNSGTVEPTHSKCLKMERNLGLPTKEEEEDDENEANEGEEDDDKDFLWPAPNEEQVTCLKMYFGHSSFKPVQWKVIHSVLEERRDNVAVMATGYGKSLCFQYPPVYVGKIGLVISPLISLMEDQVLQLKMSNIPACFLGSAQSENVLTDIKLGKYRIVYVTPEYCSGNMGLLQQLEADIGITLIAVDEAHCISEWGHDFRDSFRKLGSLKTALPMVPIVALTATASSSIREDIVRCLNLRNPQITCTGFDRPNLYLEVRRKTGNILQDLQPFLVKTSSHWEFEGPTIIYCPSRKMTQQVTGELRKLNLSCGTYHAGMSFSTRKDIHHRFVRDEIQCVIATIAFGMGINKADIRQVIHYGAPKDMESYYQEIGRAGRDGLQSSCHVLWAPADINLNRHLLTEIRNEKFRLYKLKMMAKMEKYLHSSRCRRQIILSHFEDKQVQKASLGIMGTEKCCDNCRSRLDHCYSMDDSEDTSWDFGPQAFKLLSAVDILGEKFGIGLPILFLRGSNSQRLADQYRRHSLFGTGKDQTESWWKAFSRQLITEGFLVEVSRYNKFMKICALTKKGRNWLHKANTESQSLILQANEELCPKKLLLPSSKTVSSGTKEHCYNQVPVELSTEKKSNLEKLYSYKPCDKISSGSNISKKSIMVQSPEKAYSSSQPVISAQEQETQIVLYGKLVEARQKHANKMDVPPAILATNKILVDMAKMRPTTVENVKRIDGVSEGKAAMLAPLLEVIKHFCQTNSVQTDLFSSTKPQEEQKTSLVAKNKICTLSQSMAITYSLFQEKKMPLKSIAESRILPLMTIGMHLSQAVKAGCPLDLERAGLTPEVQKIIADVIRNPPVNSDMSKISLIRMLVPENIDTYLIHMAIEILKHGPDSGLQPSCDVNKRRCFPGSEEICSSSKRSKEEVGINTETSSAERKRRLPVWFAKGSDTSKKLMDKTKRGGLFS
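Enzyme (20 nM final) and test compound sit together 15 min at room temperature before substrate addition. Substrate is a single-forked duplex oligonucleotide (100 nM) labelled with fluorophore and quencher, with 2 mM ATP; helicase unwinding raises red fluorescence, read kinetically.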
PI5P4K alpha inh = qHTS for Inhibitors of phosphatidylinositol 5-phosphate 4-kinase (PI5P4K). Phosphatidylinositol 5-phosphate 4-kinase type-2 alpha (Homo sapiens), P48426. actives 1.2% (n = 330,000). PI5P4Kalpha enzyme, ADP-Glo luminescence, 60 min; stronger effect = lower value. max response, %; active means max response of -50% or lower; inconclusive means between -30% and -50%; inactive means -30% or higher; further: value at the top dose of about 77 µM; on the % scale 0 is the no-effect control and ±100 the full control effect
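Enzyme plus substrate dispensed, test compounds pinned in, then ATP (5 microM final) added. After 60 min at RT, ADP-Glo reagent 1 for 45 min and reagent 2 for 30 min preceded luminescence imaging.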
* = called active by the depositor; ? = inconclusive; nt = no result given; & = joins results of further samples; [ ] = another dose, or the depositor's remark. Unless noted, the call rests on the fitted dose curve; in most records, active means well fitted curve in the direction sought with a large enough effect; inconclusive means small, poorly fitted or top-dose-only effect, or another doubt; inactive means no such curve, though single readings can be large; an effect the other way counts as inactive or inconclusive. Some of the compounds tested. The share of hits here may be higher or lower than overall.

EPAC1 ag	MmCpn inh	EPAC1 antag	PLK1 PBD inh	CCT modulator	EPAC2 antag	WRN inhibitor	PI5P4K alpha inh	Compound
6%	-1%	-28%	-12%	-1.4	-4%	-3%	2	C=CCn1c(=NC(=O)C2CCCCC2)sc2cc(NC(C)=O)ccc21
4%	2%	-19%	8%	3.4	-3%	-9%	3	COc1cc(-c2nnc(SCC(=O)NC3CCS(=O)(=O)C3)o2)cc(OC)c1OC (stereo not drawn)
13%	-23%	-7%	-8%	-6.0	-2%	-6%	18	Cc1nc2cc(-c3sccc3-n3cccc3)nn2c(C)c1C
-2%	1%	22%	-4%	3.0	3%	13%	-9	O=C(COC(=O)c1ccc[n+]([O-])c1)Nc1ccc([N+](=O)[O-])cc1C(F)(F)F
-9%	-5%	-6%	-10%	0.4	5%	-2%[57.1 µM]	0	C=C(C)CN(CC)C(=O)CCc1nnc(CCCc2ccccc2)o1
-2%	3%	-12%	-2%	-3.7	5%	-4%	6	CC1=NN(c2ccccc2)C(=O)C1N=Nc1ccccc1 (stereo not drawn)
-9%	0%	13%	-4%	-0.8	15%	-19%	2	Cc1nc2ccc(NC(=O)C3=NN(C)C(=O)CC3)cc2s1
2%	-3%	-27%	-6%	2.6	0%	-21%	2	FC(F)Oc1ccccc1/C=N/Nc1nc2ccccc2o1
10%	nt	8%	-5%	nt	-6%	-8%	1	COC(=O)[C@@]12C[C@@H](CC(=O)N3CCOCC3)C(=O)N(CCc3ccc(OC)c(OC)c3)C1=CCC(C)(C)C2
7%	1%	-13%	-10%	-2.7	-8%	21%	3	COc1ccc(CNC(=O)CCn2c(=O)[nH]c3ccccc3c2=O)cc1
2%	-1%	?	-4%	1.9	-14%	-3%	3	COc1ccc(/C=N/NC(=S)NCc2ccccc2)cc1OC
-9%	0%	-6%	15%	1.2	17%	-15%	-27	CN(C)S(=O)(=O)c1ccc(Cl)c(NC(=O)COC(=O)/C=C/c2ccco2)c1
3%	-3%	18%	-23%	-2.0	-13%	-19%	-1	COc1ccccc1CN1CCNC(=O)C1CC(=O)NC1Cc2ccccc2C1 (stereo not drawn)
-11%	-1%	-15%	-15%	-0.5	-16%[57.1 µM]	-6%	2	CC(C(=O)Nc1ccccc1Br)c1ccc([N+](=O)[O-])cc1 (stereo not drawn)
-1%	1%	-10%	-11%	-7.1	-5%	2%	12	Cc1cccc(OCCCC(=O)Nc2ccccc2C(F)(F)F)c1
11%	-3%	-16%	4%&-4%	-7.3	-1%	-19%	7	Cn1cc(C(=O)NC2CCCCCC2)c(=O)c2cc(S(=O)(=O)N3CCCC3)ccc21
9%	1%	-25%	2%	-0.4	-9%	-4%	-2	N#Cc1ccc(NCC(=O)Nc2ccc(S(=O)(=O)N3CCCCC3)cc2)cc1
0%	-1%	-3%	-6%	-3.4	-1%	-4%	nt	CCc1nn(CC(=O)NCCCN(CC)Cc2ccccc2)c(=O)c2cc3sccc3n12
19%	4%	-11%	-8%	0.0	-12%	-4%	9	CC(C)c1ccc(C(=O)NC(=S)NCc2cccnc2)cc1
-7%	-5%	14%	-12%	-2.3	3%	-15%	-16	CCN(CC)C(=O)c1ccc2c(=O)n(Cc3ccc4c(c3)OCO4)c(=S)[nH]c2c1
7%	5%	-15%	-15%	2.5	-1%	-3%[57.1 µM]	-20	O=C(N/N=C/c1cc([N+](=O)[O-])ccc1O)c1cccc(NC(=O)c2cccc(Cl)c2)c1
2%	-1%	1%	-19%	0.5	-9%	0%	-3	CCOc1ccc(C(=O)NCC2CCCN2S(=O)(=O)c2cccs2)cc1 (stereo not drawn)
6%	1%	-3%	-12%	-1.0	7%	6%	-1	O=C(NC(=O)c1ccccc1O)c1ccc(C(F)(F)F)cc1
-12%	1%	-6%	-9%	-1.2	-6%[57.1 µM]	2%	-11	O=C(Oc1ccc(NC2=C(Cl)C(=O)c3ccccc3C2=O)cc1)c1ccc([N+](=O)[O-])cc1
0%	-3%	-7%	-5%	0.9	-25%	-2%	6	C=CCN1C(=O)/C(=C/c2ccccc2)S/C1=N/c1nccs1
-3%	0%	1%	-7%	-1.2	0%	-3%	-4	COc1ccc(NC(=O)c2ccc(OC)c(S(=O)(=O)N3CCCCC3C)c2)cn1 (stereo not drawn)
6%	nt	-5%	-7%	0.2	-12%	-14%	-1	CS(=O)(=O)N1CCC(Oc2cccc(C(=O)NCCCC3CCCC3)c2)CC1
7%	1%	-2%	0%	0.7	1%	2%	nt	COc1cc(C(=O)N2CCN(C(=O)C(Cc3cc(C)ccc3C)NC(C)=O)CC2)cc(OC)c1OC (stereo not drawn)
8%	2%	-25%	-2%	0.4	7%	-4%	14	O=C(Nc1cccc(Cl)c1)c1nc[nH]c1C(=O)N1CCc2ccccc2C1
-2%	1%	0%	-5%	1.4	-1%	-2%	2	Nc1nonc1-c1noc(COc2ccccc2Cl)n1

More structures follow:
EPAC1 ag	MmCpn inh	EPAC1 antag	PLK1 PBD inh	CCT modulator	EPAC2 antag	WRN inhibitor	PI5P4K alpha inh	Compound
10%	2%	-7%	-2%	-0.3	-4%	-1%	nt	CCCCn1nnc(NC(=O)COc2ccc(Cl)c(C)c2)n1
0%	-2%	25%	-16%	-0.9	-8%	?	-7	Cc1cc(C)cc(NC(=S)N2CCC(NC(=O)c3ccc(F)cc3)CC2)c1
18%	-8%	-10%	-2%	-0.8	-12%	-17%	8	COc1cccc(N2CCN(CC(=O)Nc3nnc(-c4ccccc4)s3)CC2)c1
-2%	nt	-10%	5%	1.6	-16%	-5%	-22	CCCCCCCCC(c1nc2ccccc2[nH]1)N1CCN=C1c1cc2ccccc2[nH]1 (stereo not drawn)
-7%	-2%	7%	0%	-1.3	9%	-6%	nt	COc1cccc(N2CCN(c3c4c(nc5ncnn35)CCC4)CC2)c1
11%	0%	12%	-22%	-1.5	-9%	-4%	?	CC(=O)Nc1ccc(Sc2ccccc2C(=O)O)cc1
1%	1%	-7%	-6%	-0.1	2%	3%	-5	O=C(c1ccc(NS(=O)(=O)c2ccccc2)cc1)N1CCCC1
5%	0%	3%	-14%	-6.5	1%	-5%	nt	Cc1cc(C)c(C(=O)COC(=O)Cn2cnnn2)cc1C
0%	1%	7%	27µM*	1.9	12%	7%	-7	O=C(C1CC1)N(CCN(Cc1ccccc1)C(=O)C1CC1)Cc1ccccc1
6%	-7%	-4%	-3%	-0.1	15%	2%	1	O=C(O)c1cccc2c1C(=O)N(CC1CCCO1)C2 (stereo not drawn)
0%	-1%	10%	-3%	0.1	3%	-20%	5	COc1cc(C2=Nc3ccc(Br)cc3C(c3ccccc3)N2CC(=O)NN)cc(OC)c1OC (stereo not drawn)
-1%	-4%	6%	-8%	-1.8	-5%	-30%	-2	CCOc1ccc2[nH]c(=O)c(CN(CCO)C(c3nnnn3C3CCCCC3)C(C)C)cc2c1 (stereo not drawn)
6%	nt	0%	-6%	1.5	-9%	3%	3	Fc1ccc(Oc2ccnc(Cl)n2)c(Cl)c1
5%	4%	-3%	-4%	-0.9	4%	-1%	1	OCCNc1nc(Cl)nc(NCc2ccco2)n1
-2%	0%	0%	-1%	0.3	11%	3%	nt	COc1cccc(CC(NC(C)=O)C(=O)NC2CCN(c3nnnn3-c3ccccc3)CC2)c1 (stereo not drawn)
4%	1%	-10%	-26%	-0.4	-17%	-3%	1	CCC1CCCCN1C(=O)CSc1nnc(-c2ccc(OC)cc2)o1 (stereo not drawn)
12%	1%	-24%	-10%	-1.2	-18%	0%	-3	O=C(Nc1cccc(O)c1)c1ccc(S(=O)(=O)N2CCCCCC2)cc1
-1%	-4%	-11%	-6%	0.3	-19%	2%[57.1 µM]	1	COc1ccc(C(=O)Nc2ccc(C(=O)OCC(=O)c3ccccc3)cc2)cc1
-15%	-1%	-2%	-4%	-1.7	5%	-4%[57.1 µM]	-2	CCOC(=O)c1[nH]c(C)c(C(=O)N2CCCC(Nc3ccc(C)c(C)c3)C2)c1C (stereo not drawn)
6%	0%	23%	-7%	-1.6	-12%	6%	4	CC(CC(=O)C1C(C)C=CCC1(C)C)NNC(N)=O (stereo not drawn)
2%	1%	-25%	1%	-3.1	-4%	-4%	1	COc1ccc(OC)c(C2C(C#N)=C(N)Oc3cc(C)[nH]c(=O)c32)c1 (stereo not drawn)
-1%	-4%	6%	-10%	-0.8	16%	5%	-8	Cc1onc(-c2c(F)cccc2Cl)c1C(=O)NNC(=O)C1CCN(Cc2cccc(F)c2)CC1
-3%	2%	-21%	4%	1.9	4%	-12%	3	O=C(NCc1ccc(Cl)cc1)C1CCC(CNS(=O)(=O)c2ccccc2)CC1 (stereo not drawn)
7%	-2%	9%	1%	-1.2	14%	-11%	27	Cc1cccc(NC(=S)c2nc3ccccc3s2)c1
-7%	0%	-9%	-3%	-3.1	6%	-3%	-4	O=C1C(=O)N(CCO)C(c2ccccc2)/C1=C(\O)c1ccccc1 (stereo not drawn)

Of the compounds above, 2 have a COOH group.
EPAC1 ag	MmCpn inh	EPAC1 antag	PLK1 PBD inh	CCT modulator	EPAC2 antag	WRN inhibitor	PI5P4K alpha inh	Compound
11%	0%	12%	-22%	-1.5	-9%	-4%	?	CC(=O)Nc1ccc(Sc2ccccc2C(=O)O)cc1
6%	-7%	-4%	-3%	-0.1	15%	2%	1	O=C(O)c1cccc2c1C(=O)N(CC1CCCO1)C2 (stereo not drawn)
